Compound activity as filed in PubChem.
esBAF inh = Bmi1 luciferase reporter increase in mESCs, primary screen, esBAF inhibitor project, mouse ES cells, Bmi1 luciferase knock-in, single point; 24 h; 100% = twice the neutral-well signal; reporter increase, % at 12.5 µM; hit rate 2% among 350,000; in the data active = activation above about 40%; inconclusive = no clear call, values can overlap the other calls;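 also: 0% = median of the plate's neutral control wells and 100% = double that signal; a rise in the Bmi1 reporter signal indicates esBAF inhibition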
E-selectin induc = E-selectin induction in HUVECs, primary screen, imaging, HUVEC, immunofluorescence imaging, single point; P16581; normalized: neutral wells 0, TNF-alpha wells 100; activation, % at 7.58 µM; hit rate 0.37% among 260,000; AID 686992, 2013;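 active = mean E-selectin-positive cell signal at least 10% of the positive control, reached in at least 60% of replicates, without over 20% cell loss; inconclusive = no rule given, readout overlaps actives, possibly toxicity-flagged; inactive = the rest, including those meeting only one limit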;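 also: in these data hits start at about 27%; measured in HUVEC primary endothelial cells; signal is the percent of cells scored E-selectin positive by PE staining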
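Test system: HUVEC; input: 3,000 HUVEC/well; measured by: immunofluorescence imaging; read-out: % PE-positive cells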
CASP6 VEID inh = human caspase-6 inhibitors, primary screen, biochemical, VEID-R110 fluorescence, single point, set 2. purified caspase-6, Z-VEID-R110 cleavage fluorescence. inhibition, % at 12.5 µM. hit rate 0.53% among 350,000;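 active = mean inhibition across replicates at least about 35%, with every replicate also reaching that limit, limit read from the data; inconclusive = only one of the two criteria met; inactive = neither criterion met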;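 also: 0% = median of neutral control wells and 100% = no fluorescence left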
Target sequence (P55212 24-179 limits assumed): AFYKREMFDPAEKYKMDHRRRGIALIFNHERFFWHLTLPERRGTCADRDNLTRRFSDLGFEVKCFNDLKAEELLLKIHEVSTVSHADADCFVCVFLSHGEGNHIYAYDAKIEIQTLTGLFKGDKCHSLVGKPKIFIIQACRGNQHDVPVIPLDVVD
Target sequence (P55212 194-293 limits assumed): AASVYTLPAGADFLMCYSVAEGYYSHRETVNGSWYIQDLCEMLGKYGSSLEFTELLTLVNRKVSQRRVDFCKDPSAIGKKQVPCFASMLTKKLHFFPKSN
RAD52 anneal inh = RAD52 DNA annealing inhibitors, primary screen, biochemical, FRET, single point, set 2. hit rate 0.46% among 360,000. recombinant RAD52 DNA annealing, FRET fluorescence. inhibition, % at 18.7 µM;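 active = every replicate showing at least 50% inhibition; inconclusive = mean inhibition at least 50% but not in every replicate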
ARNT-TACC3 inh = disruptors of ARNT/TACC3 protein interaction, primary screen, biochemical, AlphaScreen, single concentration; Transforming acidic coiled-coil-containing protein 3 (Homo sapiens), Q9Y6A5; AlphaScreen His-ARNT PAS-B/GST-TACC3 binding, luminescence; TACC3 fragment carries E629A point mutation; inhibition, % at 9.99 µM; hit rate 0.66% among 390,000; AID 623870, 2012;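 active = mean inhibition of replicates at least 50% and at least half of replicates each reaching 50%; inconclusive = half or more replicates reach 50% but mean below 50%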;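 also: 0% = complete ARNT plus TACC3 wells and 100% = ARNT alone without TACC3; many hits fall short of the cut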
ERp5 inh = inhibitors of ERp5-driven insulin aggregation, primary screen, biochemical, turbidity, absorbance 650 nm, single point | 90 min | AID 651711, 2012 | inhibition, % at 9.99 µM | hit rate 0.05% among 350,000;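 active = mean replicate inhibition above about 25%, with every replicate also reaching it, limit read from the data, passing the limit was not always enough; inconclusive = only one of those two criteria met; inactive = neither criterion met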
Target sequence (Q15084 whole entry, looked up): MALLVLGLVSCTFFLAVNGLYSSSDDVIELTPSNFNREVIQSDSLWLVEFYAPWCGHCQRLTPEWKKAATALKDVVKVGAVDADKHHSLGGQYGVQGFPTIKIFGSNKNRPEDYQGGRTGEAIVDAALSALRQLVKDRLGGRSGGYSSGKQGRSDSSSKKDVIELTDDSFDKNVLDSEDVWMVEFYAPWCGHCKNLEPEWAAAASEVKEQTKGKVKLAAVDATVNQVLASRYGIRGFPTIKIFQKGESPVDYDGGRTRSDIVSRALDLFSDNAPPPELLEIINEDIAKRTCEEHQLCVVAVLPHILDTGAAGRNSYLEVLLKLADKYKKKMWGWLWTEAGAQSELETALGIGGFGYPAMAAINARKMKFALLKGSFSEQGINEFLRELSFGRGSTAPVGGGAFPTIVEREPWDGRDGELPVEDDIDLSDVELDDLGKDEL
RAD54 inh = inhibitors of human RAD54 branch migration, primary screen, biochemical, fluorescence, single point; DNA repair and recombination protein RAD54-like (Homo sapiens), Q92698; RAD54 Holliday junction branch migration, FAM/BHQ fluorescence; inhibition, % at 10.4 µM; hit rate 0.14% among 360,000; AID 602329, 2012;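 active = mean normalized replicate activity at least 40 and at least half of replicates scoring 40 or more; inconclusive = only one of the two criteria met; inactive = mean below 40 and under half of replicates reaching 40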;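 also: 0% = median of neutral control wells and 100% = median of positive control wells; inhibitors cause a drop in the FAM fluorescence signal; in these data hits start at about 50%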
PglD DTNB = C. jejuni PglD acetyltransferase inhibitors, primary screen, biochemical, DTNB colorimetric, single point; inhibition, % at 12.5 µM; UDP-N-acetylbacillosamine N-acetyltransferase PglD (Campylobacter jejuni); hit rate 0.098% among 360,000; purified PglD enzyme, DTNB colorimetric CoA detection; in the data active = inhibition above about 16%, passing the limit was not always enough; inconclusive = no clear call, values can overlap the other calls; also: strong numbers were not always called active
Active calls of the source: *; u = inconclusive; x = no result given; & = joins results of further samples. Rows were taken by chance (roughly 3.2% active in at least one column).

No.	molecule	esBAF inh	E-selectin induc	CASP6 VEID inh	RAD52 anneal inh	ARNT-TACC3 inh	ERp5 inh	RAD54 inh	PglD DTNB
1	COc1ccc(S(=O)(=O)N2CCN(C)CC2)cc1C(=O)N1CCCCC1	1	0.7	-2	-9	-1	2	5	2
2	COc1ccccc1C1c2c(C)nn(-c3ccccc3)c2NC(=O)C1NC(=O)c1ccccc1 (centres undefined)	7	x	x	x	2	x	-3	8
3	COc1ccc(C(c2nnnn2C2CCCCC2)N2CCN(C)CC2)c(OC)c1 (centres undefined)	-5	-3.5	4	-17	-2	6	4	4
4	CC(C)NC(=O)CSc1c2c(nc3ccccc13)CCCC2	-3	2.6	2	-3	-3	-2	x	x
5	CC(Oc1cccc(Cl)c1)C(=O)Nc1ccccc1N1CCCC1 (centres undefined)	x	2.0	-5	-37	x	-4	x	x
6	COc1ccc(C2CC(C(F)(F)F)n3nc(C(=O)NCc4c(C)nn(C)c4C)c(Cl)c3N2)cc1 (centres undefined)	-7	x	x	x	-22	x	-1	-2
7	COC(=O)C1=C(C)N(c2ccc(C)c(C)c2)/C(=C/c2cccs2)C1=O	x	x	0	-27	-4	1	-3	-3
8	CC1CC(C)CN(C(=O)Cn2c(-c3nonc3N)nc3ccccc32)C1 (centres undefined)	-9	x	x	x	9	x	1	3
9	CCNC(=O)NC(=O)C(C)OC(=O)c1ccc(-n2nc(SC)sc2=S)cc1 (centres undefined)	x	-0.8	-1	-2	-3	0	x	x
10	CCOC(=O)c1c(CN2CCCCC2)oc2ccc(OC)cc12	-7&0	0.2	-4	2	-1&4	0	-3&-7	-2&-3
11	O=C(C[C@H]1C[C@@H]2c3cc(NC(=O)NC4CCCC4)ccc3O[C@@H]2[C@@H](CO)O1)NCc1ccc(Oc2ccccc2)cc1	23	1.5	0	6	-8	-5	-2	2
12	Cc1cccc(S(=O)(=O)N(C)C[C@@H]2OCc3ccccc3-c3c(n(C)c4ccccc34)C(=O)N([C@H](C)CO)C[C@@H]2C)c1	5	0.0	-1	8	19	4	3	3
13	Cc1c(C(=O)N(CCc2ccccc2)Cc2ccccc2)cccc1[N+](=O)[O-]	6	-0.5	-83	-8	-3	5	9	-4
14	Cc1ccc(Nc2cc(Cl)nc(N)n2)c([N+](=O)[O-])c1	13	-0.1	-4	0	-4	13	-6	-2
15	O=C(NCCc1ccccc1F)C1CC(=O)N(c2ccccc2)C1 (centres undefined)	-1	1.0	6	4	-6	4	1	3
16	O=C(C[C@@H]1CC[C@@H]2[C@H](COC[C@@H](O)CN2Cc2cccc(-c3ccncc3)c2)O1)N1CCN(c2ccccc2)CC1	-11	-0.1	2	11	17	-1	2	-4
17	NS(=O)(=O)c1ccc(CCNC(=O)CNC(=O)c2ccc(F)cc2)cc1	-4	x	-2	-11	x	0	5	2
18	Cc1ccc(S(=O)(=O)N(C)C[C@@H]2OCCCC[C@@H](C)Oc3ccc(NS(=O)(=O)c4ccccc4)cc3C(=O)N([C@H](C)CO)C[C@H]2C)cc1	0	0.0	2	20	-11	-1	-12	0
19	CC(=O)N(C)C[C@@H]1Oc2cc(C#Cc3cccnc3)ccc2S(=O)(=O)N([C@@H](C)CO)C[C@H]1C	0	0.0	0	5	-2	8	5	-44
20	CN(CC(=O)Nc1ccccc1Cl)CC(=O)Nc1sc2c(c1C(N)=O)CCC2	x	-0.1	-2	-20	-12	-3	x	x
21	O=C(CSc1ncc(S(=O)(=O)c2ccccc2)c(=O)[nH]1)Nc1ccccc1Cl	x	x	-2	-7	-18	u	x	x
22	O=C(CC1CC1)N1CC(=O)N2[C@H](CO)[C@@H](c3ccc(C#Cc4ccc(F)cc4)cc3)[C@H]2C1	x	-0.5	6	-27	x	-2	x	x
23	COc1ccc(NC(=O)CN(C)CCOc2ccc(Cl)cc2)cc1OC	-4	-0.3	7	0	-8	0	2	5
24	CO[C@H]1CN(C)C(=O)c2ccc(NC(=O)Cc3ccccc3)cc2OC[C@H](C)N(C(C)=O)C[C@H]1C	-1	-0.4	x	2	-2	-1	1	-3
25	N/C(=N\N=C/c1ccc(Br)cc1)N/N=C\c1ccc(Br)cc1	x	1.4	1	-20	-15	6	-6	8
26	CC(C)(C)NC(=O)C(c1ccc(C#N)cc1)n1c(=O)c(-c2ccco2)nc2ccccc21 (centres undefined)	x	0.1	3	-35	x	11	x	x
27	Cc1cc2oc(C(=O)N3CCN(Cc4ccccc4)CC3)c(C)c2cc1C	x	x	3	-15	24	5	x	x
28	O=C(NCCc1cccc(C(F)(F)F)c1)C1CCC(=O)N(Cc2ccc(Cl)cc2)C1 (centres undefined)	8	-1.3	3	1	-5	5	-19	1
29	CCN1C(=O)c2cccc3c(S(=O)(=O)N4CCNCC4)ccc1c23	1	-0.4	-1	-29	x	0	4	8
30	C[C@@H]1CN([C@@H](C)CO)C(=O)c2cccc(NC(=O)c3cnccn3)c2O[C@H]1CN(C)C(=O)Nc1ccc2c(c1)OCO2	4	-0.2	0	-3	2	2	7	-10

Record cards (already shown). Screens in order: esBAF inh | E-selectin induc | CASP6 VEID inh | RAD52 anneal inh | ARNT-TACC3 inh | ERp5 inh | RAD54 inh | PglD DTNB
COc1ccc(C(c2nnnn2C2CCCCC2)N2CCN(C)CC2)c(OC)c1 (centres undefined) is entered as -5 | -3.5 | 4 | -17 | -2 | 6 | 4 | 4
CC(=O)N(C)C[C@@H]1Oc2cc(C#Cc3cccnc3)ccc2S(=O)(=O)N([C@@H](C)CO)C[C@H]1C is entered as 0 | 0.0 | 0 | 5 | -2 | 8 | 5 | -44
COc1ccc(S(=O)(=O)N2CCN(C)CC2)cc1C(=O)N1CCCCC1 is entered as 1 | 0.7 | -2 | -9 | -1 | 2 | 5 | 2
CCN1C(=O)c2cccc3c(S(=O)(=O)N4CCNCC4)ccc1c23 is entered as 1 | -0.4 | -1 | -29 | x | 0 | 4 | 8
CC(C)NC(=O)CSc1c2c(nc3ccccc13)CCCC2 is entered as -3 | 2.6 | 2 | -3 | -3 | -2 | x | x

The list goes on.
No.	molecule	esBAF inh	E-selectin induc	CASP6 VEID inh	RAD52 anneal inh	ARNT-TACC3 inh	ERp5 inh	RAD54 inh	PglD DTNB
31	CO[C@H]1CN(C)C(=O)c2cc(NS(=O)(=O)c3cn(C)cn3)ccc2OC[C@@H](C)NC[C@H]1C	-5	-0.5	2	-18	-10	-1	-4	-1
32	O=Cc1cn(-c2ccccc2)nc1-c1ccccc1	39	x	-1	-14	-3	2	-5	2
33	S=C(NCCc1ccccc1)NCc1cccc(Cl)c1	6	x	4	-7	x	2	12	-1
34	Cc1ccc(-n2c(SCC(=O)N3CCOCC3)nc(O)cc2=O)cc1	4	0.0	0	-14	x	7	10	-2
35	CC(=O)Cn1c(CN2CCCCC2)nc2ccccc2c1=O	3	x	3	4	-4	2	0	2
36	CCOC(=O)c1oc2ccc(Cl)cc2c1NC(C)=O	x	4.3	-3	-18	x	-1	2	-1
37	CCc1nnc(NS(=O)(=O)c2ccc(NCc3cc(Br)ccc3O)cc2)s1	7	x	x	x	0	x	-2	1
38	CCCn1c2ccccc2c2cnn(CC(=O)NC3CCC(C)CC3)c(=O)c21 (centres undefined)	-1	x	0	5	0	0	13	0
39	COc1cc2c(cc1O)[C@@H]1Cc3cc(OC)c(OC)cc3C(C2)N1C	-10	6.4	0	-10	-6	3	-6	6
40	CCOc1ccc(S(=O)(=O)N2CCOCC2)cc1NC(=O)CN1C(=O)NC(C)(c2ccc(C)cc2)C1=O (centres undefined)	-5	x	1	0	0	7	-11	1
41	CCOC(=O)Cc1cc(=O)n2[nH]c(C)c(-c3ccc(Cl)cc3)c2n1	-1	x	-5	-46	11	0	-4	-5
42	C[C@@]12C(=O)Nc3cc(F)c(F)cc3C(=O)N1[C@H]1c3ccccc3OC[C@@H]1[C@@H]2c1ccccc1	1	1.4	7	-3	-8	-3	-10	-5
43	O=C(/C=C/c1ccco1)NC(=S)Nc1cccc([N+](=O)[O-])c1	x	6.4	8	-13	-16	-3	x	x
44	CCc1ccc(Oc2nc([N+](=O)[O-])nn2C)cc1	x	-2.5	-1	3	35	-2	x	x
45	O=C(C[C@@H]1CC[C@@H]2[C@H](COC[C@H](O)CN2C(=O)c2cnccn2)O1)N1CCN(c2ccccc2)CC1	-3	-0.2	x	x	13	x	1	3
46	COc1ccc(C(=O)Nc2c(N)nc(SCC(=O)N3CCCCCC3)[nH]c2=O)cc1OC	-4	0.2	2	-5	-1	-4	-1	-5
47	Cc1noc(C)c1COC(=O)CCc1nc2ccccc2s1	-10	x	x	x	-2	x	-13	6
48	COc1ccc2nc(NC(=O)C3CC(=O)N(c4ccc5c(c4)OCCO5)C3)sc2c1 (centres undefined)	2	0.3	10	3	17	3	x	x
49	Cc1nc2sc(C(c3ccco3)N3CCN(c4cccc(Cl)c4)CC3)c(O)n2n1 (centres undefined)	-2	x	5	-19	15	4	3	5
50	COC(=O)c1cc(NC(=O)CC2SC(=Nc3ccccc3)N(CCc3c[nH]c4ccccc34)C2=O)cc(C(=O)OC)c1 (centres undefined)	5	x	x	x	0	x	4	0
51	COCC1CCN(C(=O)C2CCC(=O)N(Cc3cccc(C(F)(F)F)c3)C2)CC1 (centres undefined)	22	x	0	-3	-20	2	-11	-8
52	CO[C@@H]1CN(C)C(=O)c2cc(NS(C)(=O)=O)ccc2OC[C@@H](C)N(S(C)(=O)=O)C[C@@H]1C	-1	0.0	1	6	-16	0	-3	0
53	O=C(C[C@H]1CC[C@H]2[C@@H](COC[C@@H](O)CN2Cc2cccc(Cl)c2)O1)NCC1CCCCC1	1	-0.1	x	x	0	x	-4	4
54	CSCCC(NC(=O)c1ccc([N+](=O)[O-])cc1Cl)C(=O)OCC(=O)C12CC3CC(CC(C3)C1)C2 (centres undefined)	x	x	-1	1	-6	1	-13	5
55	COc1ccc(OC)c(CCNC(=O)Cn2cccc2C(=O)c2ccccc2C)c1	x	x	-1	-20	0	-2	x	x
56	CCO[C@H]1OC(C(=O)NCc2ccccc2)=C[C@@H](c2ccc(C(F)(F)F)cc2)[C@@H]1CCCO	-3	0.2	-3	-2	-3	7	5	2
57	Cc1ccccc1S(=O)(=O)NCC[C@@H]1CC[C@@H](NC(=O)C2CC2)[C@@H](CO)O1	0	-0.5	-10	7	-30	-3	-6	3
58	COc1ccc2oc(C(=O)Nc3nc4ccc(S(C)(=O)=O)cc4s3)c(C)c2c1	2	0.1	0	-27	0	0	3	6

Part of the list above in order of molecular weight, largest number first:
No.	molecule	esBAF inh	E-selectin induc	CASP6 VEID inh	RAD52 anneal inh	ARNT-TACC3 inh	ERp5 inh	RAD54 inh	PglD DTNB
40	CCOc1ccc(S(=O)(=O)N2CCOCC2)cc1NC(=O)CN1C(=O)NC(C)(c2ccc(C)cc2)C1=O (centres undefined)	-5	x	1	0	0	7	-11	1
45	O=C(C[C@@H]1CC[C@@H]2[C@H](COC[C@H](O)CN2C(=O)c2cnccn2)O1)N1CCN(c2ccccc2)CC1	-3	-0.2	x	x	13	x	1	3
51	COCC1CCN(C(=O)C2CCC(=O)N(Cc3cccc(C(F)(F)F)c3)C2)CC1 (centres undefined)	22	x	0	-3	-20	2	-11	-8
